aSyn yeast inh: rescues yeast growth from alpha-synuclein toxicity | Yeast expressing alpha-synuclein, growth rescue, BacTiter-Glo, 24 h | Potency, µM (titrated, usually from 46.1 µM), for the others: at the highest dose growth rescue (activation), actives largely listed as activators | 370,000 compounds, 0.14% hits; also: % of control where 0% means no effect; nearly all actives have a fitted effect of over 65% in size
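Galactose-induced alpha-syn yeast (OD600=0.02, raffinose-pregrown) + pinned cpd, 24 hr, 30 deg C; growth by BacTiter-Glo luminescence. Growth restoration scores as activation.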
TDP-43 yeast inh: rescues yeast growth from TDP-43 toxicity; TDP-43 expressing yeast growth rescue, BacTiter-Glo, 24 h; Potency, µM (top dose mostly 46.1 µM), without a hit: top-dose growth rescue (activation), usual class: activators; 410,000 compounds, 1.8% hits; also: % of control where 0% means no effect; nearly all actives have a fitted effect of over 50% in size
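Growth rescue of TDP-43-toxic yeast measured as ATP luminescence (BacTiter-Glo). Cells grown to mid-log in raffinose, induced in galactose at OD600=0.02, exposed to compound 24 hr at 30 deg C.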
FUS yeast rescue: suppressors of FUS proteinopathy in yeast. S. cerevisiae FUS-expressing, growth rescue, OD600, 24 h. Potency, µM (highest dose often 76.6 µM), for inactives: top-dose growth rescue (activation), actives largely listed as activators. 390,000 compounds, 0.24% hits. AID 1347120;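 also: plate controls were DMSO vehicle for no effect and reference control for full effect; nearly all actives have a fitted effect of over 55% in size; some results filed as inactive show a strong effect at the top dose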
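FUS-expressing yeast, raffinose-pregrown, induced in 2% galactose minimal medium at OD 0.005; compounds in a dilution series, 24hr at 30C. Growth restoration read as absorbance at 600 nm. CP55940 positive control, DMSO negative.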
PTHR1 agonist: activates the human parathyroid hormone receptor PTHR1 | Q03431 | HEK293 GP2 PTHR1 cells, GloSensor cAMP luminescence, 1 h | 410,000 compounds, 0.075% hits | Potency, µM (doses to about 115 µM), without a hit: top-dose activation, usual class: activators | AID 743266; also: nearly all actives have a fitted effect of over 55% in size; some results filed as inactive show a strong effect at the top dose; inactives centre near -15; many of its hits are not listed in these tables
Target sequence (Q03431 whole entry, looked up): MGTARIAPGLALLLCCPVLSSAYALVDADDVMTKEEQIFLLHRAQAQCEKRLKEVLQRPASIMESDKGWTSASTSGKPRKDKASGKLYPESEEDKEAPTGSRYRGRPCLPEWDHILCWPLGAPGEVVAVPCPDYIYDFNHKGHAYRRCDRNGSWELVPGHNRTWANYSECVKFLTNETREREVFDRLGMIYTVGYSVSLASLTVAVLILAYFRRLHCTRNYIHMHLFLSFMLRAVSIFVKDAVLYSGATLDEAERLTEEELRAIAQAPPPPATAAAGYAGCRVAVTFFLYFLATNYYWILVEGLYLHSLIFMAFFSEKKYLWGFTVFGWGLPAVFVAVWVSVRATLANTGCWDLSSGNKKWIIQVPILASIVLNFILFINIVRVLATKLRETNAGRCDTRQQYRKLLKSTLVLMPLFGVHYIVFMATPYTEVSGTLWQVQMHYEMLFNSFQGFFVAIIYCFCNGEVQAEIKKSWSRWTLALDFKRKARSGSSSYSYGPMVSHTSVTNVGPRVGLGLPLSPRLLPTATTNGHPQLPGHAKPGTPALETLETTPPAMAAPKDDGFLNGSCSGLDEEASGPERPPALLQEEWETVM
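HEK-293-derived GP2 cells expressing PTHR1 and a GloSensor cAMP reporter, 3,000/well, plated overnight, given luciferin plus IBMX (each 0.5 mM as added) for 1 h at 37 °C, then compound for 1 h at 37 °C. Luminescence was read after 15 min at room temperature.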
EPAC2 antag: blocks human EPAC2 exchange factor; AID 720708; Q8WZA2; Potency, µM (top dose mostly 114 µM), without a hit: at the highest dose activity, negative = inhibition, hits mostly inhibitors; EPAC2 GEF exchange of Rap1B-BODIPY-GDP, fluorescence; 360,000 compounds, 0.18% hits; also: % is scaled to controls: 0 for no effect and ±100 for the full control effect; nearly all actives have a fitted effect of over 45% in size; many of its hits are not listed in these tables
EPAC2 agonist: agonists of human EPAC2 (RAPGEF4); AID 720711; Potency, µM (titrated, usually from 154 µM), inactives show at the top dose activation, usual class: activators; 360,000 compounds, 0.079% hits; EPAC2 activation, biochemical qHTS; response scale: 100% = 6.5 mM cAMP response; also: nearly all actives have a fitted effect of over 50% in size
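Guanine nucleotide exchange by EPAC2 is measured as reduced fluorescence of BODIPY-GDP once it is released from 250 nM Rap1B. Plates are read kinetically for 30 min at room temperature; results are scaled to 6.5 mM cAMP.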
EPAC1 antag: EPAC1 (human) antagonism. O95398. 360,000 compounds, 0.14% hits. Potency, µM (highest dose often 115 µM), inactives show at the highest dose activity change, negative = inhibition, hits mostly inhibitors. EPAC1 GEF assay, Rap1b-BODIPY-GDP exchange fluorescence;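 also: plate controls were vehicle for no effect and positive control for full effect; nearly all actives have a fitted effect of over 50% in size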
EPAC1 agonist: activates human EPAC1 exchange factor; Potency, µM (titrated, usually from 154 µM), inactives show at the highest dose activation, most hits filed as activators; EPAC1 agonist qHTS, biochemical assay; response scale: 100% = response to 6.5 mM cAMP; 360,000 compounds, 0.073% hits; O95398; also: nearly all actives have a fitted effect of over 60% in size
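Fluorescent GDP-exchange assay: 100 nM EPAC1 with 250 nM Rap1B preloaded with BODIPY-GDP and 50 uM GDP; compounds tested as concentration series, 5 min at room temperature, then read every 5 min for 30 min (ex 480/em 540 nm); normalized to 6.5 mM cAMP.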
* = called active by the depositor; i = inactive; ? = inconclusive; . = no result given; & = joins results of further samples; [ ] = another dose, or the depositor's remark. Calls follow the shape of the dose curve; as a rule, active = well fitted curve in the direction sought with a large enough effect; inconclusive = small, poorly fitted or top-dose-only effect, or another doubt; inactive = no such curve, though single readings can be large; an effect the other way counts as inactive or inconclusive. Potency is read from the fitted curve at half-maximal effect.

entry	smiles	EPAC1 agonist	EPAC2 antag	aSyn yeast inh	PTHR1 agonist
1	Cc1nn(CC(=O)OCC(=O)c2ccc(OC(F)F)cc2)c(C)c1[N+](=O)[O-]	-8%	9%	6%	-27%
2	Cc1cc(NS(=O)(=O)c2ccc(NC(=O)CCCOc3ccc(Cl)cc3)cc2)no1	-9%	-2%	7%	-4%
3	NC(Cc1ccc(C(F)(F)F)cc1)c1csc(NC(=O)Nc2ccccc2Oc2ccccc2)n1 (stereo not drawn)	-18%	10%	-52%[inhibitor]	-3%
4	Cc1ncc([N+](=O)[O-])n1Cc1ccc(Br)cc1	-5%	-6%	11%	i
5	COc1cccc(NC(=O)CSc2nc(C3CC3)nc3ccccc23)c1	4%	1%	-11%	-8%
6	CCC(C)c1ccccc1N1CC(C(=O)Nc2ccc(N3CCOCC3)cc2)CC1=O (stereo not drawn)	-7%	-1%	2%	i
7	Cc1cccc(C)c1Cn1c(C)c(C(=O)NCc2ccc([N+](=O)[O-])cc2)sc1=O	6%	2%	9%	i
8	CC(C)NC(=O)c1ccc(S(=O)(=O)N(C)C)cc1	4%	3%	3%	-22%

entry	FUS yeast rescue	EPAC2 agonist	TDP-43 yeast inh	EPAC1 antag
1	5%	1%	-14%	21%
2	2%	1%	-5%	2%
3	38%	-11%	27%	-20%
4	20%	4%	-2%	14%
5	15%	1%	-4%	-9%
6	.	12%	5%	-15%
7	?	10%	11µM*	-10%
8	1%	-10%	-12%[1.82 µM]	-21%

Following part
entry	smiles	EPAC1 agonist	EPAC2 antag	aSyn yeast inh	PTHR1 agonist
9	COc1ccc(NC(=O)c2cc(C3CC3)nc3c2cnn3C(C)C)cc1OC	0%	?	7%	-24%
10	O=C(N=C1SC2CS(=O)(=O)CC2N1c1ccccc1)c1cccc([N+](=O)[O-])c1 (stereo not drawn)	6%	3%	-8%	i
11	CCCn1c(=N)n(CC(=O)O)c2ccccc21	11%	-7%	-7%	i
12	Cc1nnsc1-c1onc(C)c1C(=O)Nc1cc(Cl)cc(Cl)c1	-8%	-2%	-3%	-48%[inhibitor]
13	CC(=O)Nc1cc(-c2ccccc2N(C)C)cn2c(-c3ccccc3)cnc12	-5%	-20%	0%	-66%[inhibitor]
14	CCC1(C)CC(CC(=O)O)(c2ccccc2OC)CCO1 (stereo not drawn)	12%	-3%	7%	i
15	Cc1cccc(C)c1NC(=O)CNC(=O)C(C)N(C)CC(=O)Nc1ccc(F)cc1 (stereo not drawn)	5%	4%	-3%	i
16	O=C(COC(=O)CSc1ccc(F)cc1)NCCCc1ccccc1	2%	-14%	1%	-7%

entry	FUS yeast rescue	EPAC2 agonist	TDP-43 yeast inh	EPAC1 antag
9	38%	1%	26%	-26%
10	-5%	6%	-1%	-19%
11	.	-4%	24%	-19%
12	-7%	-5%	13%	12%
13	4%	5%	?	-3%
14	-11%	6%	6%	0%
15	0%	-3%	-2%	-5%
16	5%	-2%	1%	-1%

The list continues:
entry	smiles	EPAC1 agonist	EPAC2 antag	aSyn yeast inh	PTHR1 agonist
17	CCN1CCN(C(=O)c2ccc3c(Cl)c4c(nc3c2)CCCC4)CC1	18%	-5%	2%	i
18	COc1ccc(-n2nc(C(=O)N3CCC(N4CCCCC4)CC3)c3c4ccccc4n(C)c3c2=O)cc1	2%	3%	-10%	i
19	COc1ccc(/C=N/NC(=O)c2cccnc2)cc1COc1ccc([N+](=O)[O-])cc1	9%	1%	8%	-20%
20	O=C(Oc1ccc([N+](=O)[O-])cc1)c1cccnc1	0%	-1%	13%	i
21	Cn1c(=O)[nH]c(=O)c2c1nc(CN1CCN(c3ccc(F)cc3)CC1)n2CCc1ccccc1	-6%	-7%	1%	-24%[57.5 µM]
22	OC(COCc1cccs1)CN1CCN(c2cccc(Cl)c2)CC1 (stereo not drawn)	-8%	-2%	-4%	-16%
23	Cc1cccc(C)c1NC(=O)C(NS(=O)(=O)c1cccs1)c1ccccc1 (stereo not drawn)	-2%	3%	6%	-36%
24	CC(C)(C)NS(=O)(=O)c1ccc(NC(=S)NC(=O)C2CC2)cc1	-7%	-3%	3%	i

entry	FUS yeast rescue	EPAC2 agonist	TDP-43 yeast inh	EPAC1 antag
17	-4%	3%	-24%	-25%
18	20%	3%	-23%	-4%
19	29%	21%	17%	17%
20	.	4%	5%	2%
21	10%	-20%	-8%	10%
22	.	2%	20%	-15%
23	13%&17%	-5%	4%&8%	1%
24	14%	-7%	8%	-9%

Going on with the list:
entry	smiles	EPAC1 agonist	EPAC2 antag	aSyn yeast inh	PTHR1 agonist
25	O=C(Cn1nnc(-c2ccccc2)n1)NNC(=O)c1ccc(Br)cc1	1%	-6%	1%	i
26	N#Cc1ccc(COC(=O)CC(NC(N)=O)c2ccc(Cl)cc2)cc1 (stereo not drawn)	-1%	0%	-2%	i
27	Cc1ccccc1Cn1ccc(NC(=O)c2cnn3cccnc23)n1	4%	-4%	1%	i
28	CCCc1cc(=O)[nH]c(SCC(=O)N2CC3(C)CC2CC(C)(C)C3)n1 (stereo not drawn)	6%	-2%	4%	-8%
29	CC(=O)c1cccc(NC(=S)NC2CCCCCCC2)c1	14%	-7%	-1%	i
30	C[n+]1ccccc1/C=C/c1cc(Br)ccc1O	-1%	3%	-3%	i
31	CCOc1c2ccc(C(=O)NCCc3cccs3)cc2nn1CC	-13%	26%	0%	-22%
32	Cn1c(SCC(=O)Nc2sccc2C#N)nnc1C1CC1	2%	1%	-4%	-1%

entry	FUS yeast rescue	EPAC2 agonist	TDP-43 yeast inh	EPAC1 antag
25	-6%	5%	2%	?
26	7%	8%	-12%	-10%
27	16%	3%	25%	-5%
28	24%	6%	13%	-3%
29	0%	8%	15%	-25%
30	3%	-1%	2%	5%
31	-8%	0%	6%	2%
32	7%	-5%	9%	-10%

Four of the entries above in order of their number in FUS yeast rescue, low to high.
nr	SMILES	FUS yeast rescue
31	CCOc1c2ccc(C(=O)NCCc3cccs3)cc2nn1CC	-8%
30	C[n+]1ccccc1/C=C/c1cc(Br)ccc1O	3%
32	Cn1c(SCC(=O)Nc2sccc2C#N)nnc1C1CC1	7%
27	Cc1ccccc1Cn1ccc(NC(=O)c2cnn3cccnc23)n1	16%

Three compounds from above, showing only PTHR1 agonist and EPAC2 agonist.
| nr | SMILES | PTHR1 agonist | EPAC2 agonist |
| --- | --- | --- | --- |
| 25 | O=C(Cn1nnc(-c2ccccc2)n1)NNC(=O)c1ccc(Br)cc1 | i | 5% |
| 26 | N#Cc1ccc(COC(=O)CC(NC(N)=O)c2ccc(Cl)cc2)cc1 (stereo not drawn) | i | 8% |
| 27 | Cc1ccccc1Cn1ccc(NC(=O)c2cnn3cccnc23)n1 | i | 3% |

Continued.
entry	smiles	EPAC1 agonist	EPAC2 antag	aSyn yeast inh	PTHR1 agonist
33	COC(=O)C1=NNC2C(=O)N(C3CCCCC3)C(=O)C12 (stereo not drawn)	-13%	3%	3%	-16%
34	CCn1c(=O)c2c3c(sc2n2cnnc12)CCC3	9%	-4%	-2%	4%[57.5 µM]
35	CC(C)C(=O)N[C@@H]1c2ccccc2CC[C@@H]1O	-3%	6%	-3%	10%
36	CC(=O)c1ccc(N2CCN(C(=O)CCCn3c(=O)[nH]c4ccccc4c3=O)CC2)cc1	7%	-1%	-1%	-8%
37	CC1(C)CC(c2nc(-c3ccc(Br)cc3)cs2)CCS1 (stereo not drawn)	5%	0%	-13%	-25%
38	O=C(NNc1ccc(Cl)cc1)c1sccc1Cl	3%	-6%	24%	i
39	CCOc1ncccc1C(=O)OCC(=O)c1cc(OC)ccc1OC	-6%	5%	11%	-87%[inhibitor]
40	CC1=C(C(=O)OCc2ccccc2)C(c2cccc([N+](=O)[O-])c2)NC(=O)N1CCCCCC(=O)O (stereo not drawn)	-15%	26%	14%	-24%

entry	FUS yeast rescue	EPAC2 agonist	TDP-43 yeast inh	EPAC1 antag
33	3%	-8%	-9%	-1%
34	?	1%	-15%	1%
35	-21%	8%	-24%	5%
36	4%	-5%	0%	-4%
37	4%	13%	?	-5%
38	2%	11%	?	?
39	5%	9%	18%	2%
40	35%	3%	0%	-5%

The list continues:
entry	smiles	EPAC1 agonist	EPAC2 antag	aSyn yeast inh	PTHR1 agonist
41	O=C(CSc1nc2c(c(=O)n1-c1ccccc1)SCC2)NCC1CCCO1 (stereo not drawn)	3%	1%	-4%	-24%
42	CCN1C(=O)[C@@H]2[C@@H](c3ccc(SC4CCCCC4)cc3)N3CCCC[C@@]3(C(=O)OC)[C@@H]2C1=O	8%	8%	-2%	-2%
43	CCCCOC(=O)Nc1ccc(S(=O)(=O)Nc2ncccn2)cc1	-5%	-17%	-2%	13%
44	O=S(=O)(c1ccc(SCc2ccccc2)nc1)N1CCCCCC1	8%	-15%	-1%	-34%[inhibitor]
45	CCOC(=O)C1(Cc2ccccc2C(F)(F)F)CCN(Cc2ccc(COC)o2)CC1	1%	-24%	2%	-36%[inhibitor]
46	CCOC(=O)c1ccc(NC(=O)c2nc[nH]c2C(=O)NCCCCCNC(=O)OC(C)(C)C)cc1	-17%	-3%	0%	-2%
47	CCc1ccc2n(-c3ccc(OC)cc3)c([S-])c(C(=O)Nc3cc(C)cc(C)c3)[n+]2c1	-3%	3%	-6%	-2%
48	COc1ccc(CN2CCC(C(N)=O)CC2)cc1OCc1ccccc1	8%	4%	2%	-14%

entry	FUS yeast rescue	EPAC2 agonist	TDP-43 yeast inh	EPAC1 antag
41	16%	6%	-12%	-2%
42	?	-1%	2%	-23%
43	8%	15%	11%[9.22 µM]	-6%
44	-23%	10%	6%	-6%
45	0%	-3%	16%	-16%
46	?	-5%	4%	-14%
47	13%	0%	-15%	6%
48	-14%	6%	8%	-8%

(cont.)
entry	smiles	EPAC1 agonist	EPAC2 antag	aSyn yeast inh	PTHR1 agonist
49	Cc1cccc(NC(=O)[C@@H](CC(C)C)NC(=O)[C@@H]2Cc3ccccc3CN2)c1	9%	1%	-9%	i
50	CCOCC(=O)Nc1nnc(Cc2ccc(OC)c(OC)c2)s1	-10%	-8%	6%	-24%
51	CC1=CC(C)(C)[N+](C)(C)c2ccccc21	2%	3%	-4%	-21%
52	O=C(CSc1nnc(-c2cccnc2)n1-c1ccccc1)Nc1ccccn1	-2%	-2%	-16%	i

entry	FUS yeast rescue	EPAC2 agonist	TDP-43 yeast inh	EPAC1 antag
49	23%	6%	8%	7%
50	2%	0%	0%	-7%
51	-40%	-2%	9%	4%
52	-7%	-2%	-13%	-10%

Screening results deposited in PubChem BioAssay by National Center for Advancing Translational Sciences (NCATS).

Some of the compounds tested; the hit share may differ from the screen's.
